Screening data: PubChem, several laboratories
SIAE primary = human SIAE inhibitors, primary screen, biochemical, fluorescence polarization, FP-Rh probe, 1536-well HTS. SIAE FP-Rh probe binding. inhibition, % at 9.66 µM. hit rate 0.69% among 370,000. AID 1053197, 2014;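 active means inhibition above a cutoff: mean of compounds within the control limits plus 3 SD of those, cut at about 17% in these data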;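 further: 0% = plate median of compound wells and 100% = probe without SIAE protein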
Target sequence (Q9HAT2 whole entry, looked up): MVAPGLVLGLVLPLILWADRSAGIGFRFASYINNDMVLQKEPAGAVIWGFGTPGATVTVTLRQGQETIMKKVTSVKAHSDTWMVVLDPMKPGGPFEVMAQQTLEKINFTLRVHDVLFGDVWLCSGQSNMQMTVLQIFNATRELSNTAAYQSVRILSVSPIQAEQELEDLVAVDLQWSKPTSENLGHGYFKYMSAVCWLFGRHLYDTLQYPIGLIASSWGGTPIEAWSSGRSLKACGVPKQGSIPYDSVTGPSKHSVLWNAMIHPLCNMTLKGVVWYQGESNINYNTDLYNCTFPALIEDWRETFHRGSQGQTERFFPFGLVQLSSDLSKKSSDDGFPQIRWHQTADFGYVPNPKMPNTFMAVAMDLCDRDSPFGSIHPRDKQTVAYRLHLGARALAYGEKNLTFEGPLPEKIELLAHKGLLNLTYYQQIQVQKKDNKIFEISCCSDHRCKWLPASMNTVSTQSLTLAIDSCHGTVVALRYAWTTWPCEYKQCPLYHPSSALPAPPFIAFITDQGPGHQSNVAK
HTRA1 inhibitor = HTRA1 serine protease inhibitors, primary screen, biochemical, fluorescence polarization, HTS; Q92743; recombinant HTRA1, FP-rhodamine activity-based probe; inhibition, % at 5.96 µM; hit rate 0.5% among 340,000; AID 504803, 2011; in the data active means inhibition above about 36%;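 further: 0% = enzyme with DMSO and 100% = wells lacking enzyme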
rCAG RNA binder = binders of r(CAG) RNA repeats, primary screen, biochemical, fluorescence; r(CAG) RNA repeat, TO-PRO-1 dye displacement fluorescence; inhibition, % at 3 µM; hit rate 1.3% among 370,000;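 active means inhibition above the plate cutoff, the mean of all test compounds on that plate plus 3 SD, cut at about 35% in these data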;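 further: 0% = DMSO alone and 100% = 100 µM mitoxantrone as full dye displacement; higher means more dye released from RNA so lower well fluorescence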
PRMT1 inh = PRMT1 methyltransferase inhibitors, primary screen, biochemical, fluorescence polarization; hit rate 1.3% among 370,000; AID 652257, 2013; inhibition, % at 2.79 µM; recombinant PRMT1, activity-based probe fluorescence polarization;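 active means inhibition above about 21% made by adding two undisclosed values, limit read from the data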
Target sequence (Q99873 whole entry, looked up): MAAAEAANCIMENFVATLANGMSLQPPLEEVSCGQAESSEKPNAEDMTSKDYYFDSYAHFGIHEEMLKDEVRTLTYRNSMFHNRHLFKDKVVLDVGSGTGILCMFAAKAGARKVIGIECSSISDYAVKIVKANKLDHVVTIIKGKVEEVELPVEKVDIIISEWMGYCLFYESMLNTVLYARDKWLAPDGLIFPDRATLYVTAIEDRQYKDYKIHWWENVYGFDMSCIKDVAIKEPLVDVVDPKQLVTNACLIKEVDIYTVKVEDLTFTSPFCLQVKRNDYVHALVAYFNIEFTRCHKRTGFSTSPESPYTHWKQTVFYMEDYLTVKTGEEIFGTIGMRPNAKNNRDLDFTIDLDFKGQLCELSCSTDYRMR
NPR2 activator = human GC-B receptor activators, primary screen, HEK293 GC-B cells, cGMP TR-FRET, EC30 CNP; hit rate 0.11% among 370,000; Atrial natriuretic peptide receptor 2 (Homo sapiens), P20594; 0% at EC30 CNP, 100% saturating CNP; activation, % at 10 µM;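 active means activation at 10 µM reaching about 35% in either raw or pattern-adjusted values, limit read from the data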
TCR CD3 inh = inhibitors of human TCR-CD3 interaction, primary screen, biochemical, fluorescence, TAMRA-labeled TCR probe; T-cell receptor (TCR); inhibition, % at 9.4 µM; hit rate 0.37% among 360,000; in the data active means inhibition above about 19%;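 further: recombinant mutant TCR 2C K166C tagged with TAMRA read by polarization; 0% = receptor in buffer alone and 100% = receptor with positive control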
UHRF1 MBD2 ctr = UHRF1 methylated DNA binding inhibitors, primary screen, counter-screen for MBD2 inhibitor project, biochemical, TR-FRET, human UHRF1, single concentration; UHRF1 binding to methylated oligo; E3 ubiquitin-protein ligase UHRF1 (Homo sapiens), Q96T88; hit rate 0.75% among 370,000; inhibition, % at 4.4 µM; in the data active means inhibition above about 21%;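 further: UHRF1 SRA domain binding a hemimethylated CpG hairpin DNA probe; 0% = median of test compound wells and 100% = reference inhibitor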
GC-A act = GC-A stimulated cGMP production enhancers – HEK293 GC-A cells, cGMP TR-FRET, EC30 ANP, primary screen; 0% at EC30 ANP, 100% saturating ANP; hit rate 0.14% among 370,000; Atrial natriuretic peptide receptor 1 (Homo sapiens), P16066; activation, % at 10 µM; in the data active means activation above about 40%
MBD2 inh = inhibitors of MBD2 binding to methylated DNA, primary screen, biochemical, TR-FRET, DNA-binding domain, human. Methyl-CpG-binding domain protein 2 (Homo sapiens), Q9UBB5. MBD2 binding to methylated oligonucleotide. inhibition, % at 4.4 µM. hit rate 0.31% among 370,000; in the data active means inhibition above about 13%
ABHD4 inh = ABHD4 inhibitors, primary screen, biochemical, fluorescence polarization, mouse | (Lyso)-N-acylphosphatidylethanolamine lipase (Mus musculus), Q8VD66 | purified mABHD4, FP-Rh probe fluorescence polarization | inhibition, % at 8.92 µM | hit rate 0.54% among 370,000 | AID 720543, 2013;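 active means inhibition exceeding the mean over every tested compound plus 3 SD, cut at about 30% in these data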;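 further: 0% = plate median of compound wells and 100% = S159A mutant with DMSO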
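Test system: mABHD4 protein; Read-out basis: % inhibition; Incubation: 45 min + 60 min at 25 °C; Repeats: single replicate; Technique: fluorescence polarization with parallel and perpendicular emission, 525/598 nm; Compound: 8.92 µM, single dose; Benchmarks: full inhibition S159A mutant plus DMSO, zero as sample-well median.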
Starred values were filed as active, the others as inactive; · = no result given. An excerpt (hit frequency here may not be typical).

Molecule	ABHD4 inh	MBD2 inh	GC-A act	SIAE primary	PRMT1 inh	HTRA1 inhibitor	TCR CD3 inh	NPR2 activator	UHRF1 MBD2 ctr	rCAG RNA binder
COc1ccc(C(CNC(=O)Cc2cc(OC)c(OC)c(OC)c2)N2CCCC2)cc1 (stereo unspecified)	-3.9	-5.4	0.2	3.1	-1.6	1.0	-9.1	-0.3	5.5	-2.9
COC(=O)[C@@H]1[C@H](CCc2ccccc2)NC(=O)N(Cc2ccccc2)[C@@H]1C	-3.2	3.9	-3.9	5.3	2.5	-8.2	-1.1	-0.8	2.9	-0.8
O=C1NC(c2cccs2)C(C(=O)c2ccccc2)C(O)(C(F)(F)F)N1 (stereo unspecified)	2.3	6.8	-2.5	-0.6	5.9	6.3	-0.3	-2.7	3.0	-2.5
CC(=O)NC(c1cccc(F)c1)c1nc(-c2cccs2)cs1 (stereo unspecified)	-14.8	2.8	-6.4	-0.4	11.0	·	-6.8	1.0	3.6	4.9
C=CCc1c(C)nc(-c2ccccc2)nc1N/N=C/c1ccccc1	-2.2	1.8	-0.2	-0.9	-0.3	-22.2	5.6	2.5	-3.8	-3.3
COc1cc(C(=O)N2C[C@H]3CON(C)[C@H]3C[C@H]2c2ccc(N3CCCCC3)cc2)cc(OC)c1OC	-11.0	1.8	3.6	-7.1	-0.2	·	-5.2	1.1	-0.4	1.8
CN(c1ccccc1)S(=O)(=O)c1ccc(NC(=O)c2cccs2)cc1	-44.1	-2.5	-1.2	-28.1	0.1	-60.8	3.8	2.9	0.2	6.5
Cc1nnc2sc(SCc3ccc(Br)cc3)nn2c1=O	2.0	-1.7	-2.5	-0.8	-1.8	4.4	1.5	-3.2	0.6	-0.3

Quoted at random: three entries already listed
Molecule	ABHD4 inh	MBD2 inh	GC-A act	SIAE primary	PRMT1 inh	HTRA1 inhibitor	TCR CD3 inh	NPR2 activator	UHRF1 MBD2 ctr	rCAG RNA binder
O=C1NC(c2cccs2)C(C(=O)c2ccccc2)C(O)(C(F)(F)F)N1 (stereo unspecified)	2.3	6.8	-2.5	-0.6	5.9	6.3	-0.3	-2.7	3.0	-2.5
COc1ccc(C(CNC(=O)Cc2cc(OC)c(OC)c(OC)c2)N2CCCC2)cc1 (stereo unspecified)	-3.9	-5.4	0.2	3.1	-1.6	1.0	-9.1	-0.3	5.5	-2.9
COc1cc(C(=O)N2C[C@H]3CON(C)[C@H]3C[C@H]2c2ccc(N3CCCCC3)cc2)cc(OC)c1OC	-11.0	1.8	3.6	-7.1	-0.2	·	-5.2	1.1	-0.4	1.8

Next part
Molecule	ABHD4 inh	MBD2 inh	GC-A act	SIAE primary	PRMT1 inh	HTRA1 inhibitor	TCR CD3 inh	NPR2 activator	UHRF1 MBD2 ctr	rCAG RNA binder
Cc1nc(N)nc(Cl)c1Cc1ccc(Cl)cc1	3.7	-0.5	4.0	-0.3	-0.7	-6.1	-3.3	-0.6	-0.8	-0.2
CC(C)(C)S(=O)(=O)c1cnc2c(-c3ccc(F)cc3)cnn2c1N	-13.5	-5.5	-13.8	-0.7	-2.8	-5.3	-0.1	-9.6	0.1	1.7
CCOC(=O)c1c(NC(=O)COC(=O)c2ccc([N+](=O)[O-])cc2)sc(C(=O)N(C)C)c1C	3.7	-5.7	15.1	0.7	5.2	-0.7	5.2	15.1	-1.3	1.0
CCC(Sc1ccc2nnc(-c3ccc(F)cc3)n2n1)C(=O)O (stereo unspecified)	0.9	-0.5	-1.8	9.1	-0.5	-0.5	-3.6	-7.6	-5.8	1.2
COc1ccc2c(c1)c(=O)oc1cc(OC(C(=O)O)c3ccccc3)ccc12 (stereo unspecified)	-22.7	2.9	-2.4	-7.1	0.2	-11.9	-4.3	-4.2	3.6	52.3*
CC1=C(C(=O)N(C(C)C)C(C)C)CC(CC(=O)NCCCN(C)C)C(=O)N1CCC1=CCCCC1 (stereo unspecified)	1.5	0.6	5.4	-1.2	2.7	·	-8.3	2.8	0.2	1.4
Cc1ccc(NC(=O)Nc2ccccc2C(N)=O)cc1	7.3	-1.3	-1.3	-14.1	3.3	2.0	-0.2	-0.1	-0.1	3.1
O=C(c1ccco1)N1CCN(c2ncnc3c(-c4ccccc4)nsc23)CC1	-1.3	-2.2	4.8	4.3	-2.3	-16.0	-2.4	-4.3	1.2	3.0

Molecule	ABHD4 inh	MBD2 inh	GC-A act	SIAE primary	PRMT1 inh	HTRA1 inhibitor	TCR CD3 inh	NPR2 activator	UHRF1 MBD2 ctr	rCAG RNA binder
COCCNC(=O)c1cc(-c2ccccc2)nn1CC1CC(c2cccc([N+](=O)[O-])c2)=NO1 (stereo unspecified)	-5.5	-0.4	-1.9	3.2	-1.2	-6.3	3.3	-0.1	-0.5	-1.6
Cc1csc(N/N=C/c2ccc([N+](=O)[O-])cc2)n1	13.5	3.6	4.8	9.5	9.5	7.7	-3.1	4.4	-0.3	4.5
CCOC(=O)N1CCN(C(=O)c2ccccc2NC(=O)c2ccc(Br)cc2)CC1	2.5	4.0	1.3	-3.3	1.2	-6.2	-5.0	-6.1	4.8	-9.2
Cc1ccc2nc(SCC(=O)NCCc3ccccc3)nc(=O)n2c1	4.8	0.4	-2.1	-3.0	1.9	3.2	5.0	-1.2	-1.4	0.7
CCn1c(NC(=O)c2ccc(F)cc2)c2ccccc2nc1=O	-0.6	0.5	0.5	-1.6	-1.2	-3.7	-4.5	2.9	2.0	-5.1
c1ccc2cc(CCCc3cc4ccccc4cn3)ncc2c1	1.4	-0.9	-5.2	1.9	-0.5	-7.3	1.9	-5.5	-1.8	-5.5
O=C(NCCCc1ccncc1)C1CCC(=O)N(Cc2cccc(C(F)(F)F)c2)C1 (stereo unspecified)	-5.9	-0.1	-4.6	-3.3	0.6	8.3	0.1	-1.8	3.0	-8.7
O=C(c1cccc2ccccc12)C1CCCN(C(=O)CCCn2cncn2)C1 (stereo unspecified)	7.7	0.3	-5.2	3.2	-0.3	6.1	4.7	4.3	0.2	-2.8

Molecule	ABHD4 inh	MBD2 inh	GC-A act	SIAE primary	PRMT1 inh	HTRA1 inhibitor	TCR CD3 inh	NPR2 activator	UHRF1 MBD2 ctr	rCAG RNA binder
O=C1NC(=S)S/C1=C\c1ccc2ccccc2c1	-20.2	3.7	9.6	-20.3	2.1	-19.1	-7.5	-1.5	6.3	24.0
COC(=O)Cc1c(O)ccn(CCc2c[nH]c3ccccc23)c1=O	2.2	4.6	-1.9	0.5	-5.8	5.3	5.8	-1.9	-3.2	-8.8
Cc1cc(C)nc(SCC(=O)NCC2COc3ccccc3O2)n1 (stereo unspecified)	-0.7	4.7	-0.5	5.8	-1.9	7.4	8.6	1.1	-1.6	-1.9
CC(=O)c1cccc(NC(=O)CCS(=O)(=O)c2cccc3nonc23)c1	8.2	-3.2	2.2	-2.2	-0.2	4.3	3.3	-4.2	-4.3	0.2
Cc1cc(CNC(=O)CC2C(=O)NCCN2CC(c2ccccc2)c2ccccc2)on1 (stereo unspecified)	2.7	0.2	-4.0	-2.1	-1.1	-4.6	5.5	-3.6	-2.6	-1.9
O=c1cc(O)n(-c2ccccc2F)c(=S)[nH]1	-12.6	-1.9	3.2	-27.2	6.2	-19.6	-24.9	2.5	3.1	9.3
C/C(=N/Nc1ccc([N+](=O)[O-])cc1)c1c[nH]c2ccccc12	27.4	2.2	-15.1	34.2*	6.7	45.8*	-10.5	-18.6	3.7	34.5
O=C(OC(C(=O)Nc1ccc(Cl)c(C(F)(F)F)c1)c1ccccc1)C1=COCCO1 (stereo unspecified)	-50.3	-4.6	2.7	-17.9	-1.9	-44.9	-2.1	-3.8	-1.7	2.3

Molecule	ABHD4 inh	MBD2 inh	GC-A act	SIAE primary	PRMT1 inh	HTRA1 inhibitor	TCR CD3 inh	NPR2 activator	UHRF1 MBD2 ctr	rCAG RNA binder
CC(C)CC(N)c1csc(NC(=O)NCCc2ccccc2)n1 (stereo unspecified)	7.5	0.5	-6.9	3.6	0.8	·	-3.2	-0.4	-0.8	13.4
CCCCNC(=O)C1(C)CCN1C(=O)c1c(F)ccc(C)c1F (stereo unspecified)	0.4	4.6	0.6	0.2	2.5	·	-2.6	-6.2	1.4	-1.2
CCOc1ccc2nc(SCC(=O)Nc3ccc4c(c3)OCO4)sc2c1	-3.0	1.8	1.6	3.4	4.3	-2.6	-1.4	-0.4	0.0	6.9
Cc1cc(NC(=O)COC(=O)Cn2[nH]c(=O)c3ccccc3c2=O)c([N+](=O)[O-])cc1C	1.8	1.3	-0.2	-4.8	0.8	1.5	3.6	-4.6	-1.0	0.8
COC(=O)[C@]12C[C@H](CC(=O)NCc3cccs3)C(=O)N(Cc3ccccc3)C1=C[C@H](COCc1ccccc1)O[C@@H]2C	1.8	0.7	-2.5	-4.7	3.5	·	·	4.7	-0.2	7.3
O=C(CSc1nnc2ccccn12)NC(=O)c1cccc([N+](=O)[O-])c1	7.1	2.7	-2.6	-0.3	3.3	-5.7	-3.1	2.0	4.2	0.7
Cc1ccc(NCc2ccc(O)c3ncccc23)cc1	4.1	-4.1	0.7	10.7	5.1	9.2	4.5	3.1	-5.1	0.0
O=S(=O)(c1ccc2oc(=S)[nH]c2c1)N1CCOCC1	6.0	-2.2	5.5	8.7	7.3	9.2	-0.2	6.6	0.0	2.3

Molecule	ABHD4 inh	MBD2 inh	GC-A act	SIAE primary	PRMT1 inh	HTRA1 inhibitor	TCR CD3 inh	NPR2 activator	UHRF1 MBD2 ctr	rCAG RNA binder
Cc1cc(C)nc(NS(=O)(=O)c2ccc(NC(=O)c3cccs3)cc2)n1	-2.1	1.4	-7.5	-1.3	-5.1	-9.4	3.0	-1.1	2.5	6.6
Cc1ccc(S(=O)(=O)N2CCN(C(=O)CCC(=O)N3CCc4ccccc43)CC2)cc1	-2.5	-1.3	-0.5	-1.5	1.1	-0.2	-5.2	-3.3	0.9	-1.5
O=C(NN/C(=N/S(=O)(=O)c1ccc(Cl)cc1)c1ccccc1)c1cccc(Cl)c1	-0.6	4.2	-1.6	-3.2	-0.5	-7.3	-3.8	-3.2	1.1	5.9
Oc1ccccc1-c1nc2cnccn2c1Nc1ccc2c(c1)OCCO2	5.0	0.7	29.3	11.0	-0.1	2.7	-1.4	20.1	1.3	4.8
